# C2C12 statin = suppressors of statin myotoxicity in C2C12 myotubes, primary screen, cell-based, single point, plate reader. AID 602340, 2012. rescue of ATP level, % at 7.49 µM. 0.78% of 330,000 active. C2C12 myotubes + simvastatin, ATP luminescence, 48 h; scaled: DMSO 0, geranylgeraniol control 100;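 active = mean ATP rescue above about 67%, or every replicate alone reaching that limit, limit read from the data, passing the limit was not always enough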;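 also: myotubes were challenged with 10 µM simvastatin during compound exposure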
# PglD DTNB = C. jejuni PglD acetyltransferase inhibitors, primary screen, biochemical, DTNB colorimetric, single point | inhibition, % at 12.5 µM | UDP-N-acetylbacillosamine N-acetyltransferase PglD (Campylobacter jejuni) | 0.098% of 360,000 active | purified PglD enzyme, DTNB colorimetric CoA detection; in the data active = inhibition above about 16%, passing the limit was not always enough; also: strong numbers were not always called active
# Cneo AK release = Cryptococcus neoformans cell lysis inducers, primary screen, AK release luminescence, single concentration; C. neoformans lysis, adenylate kinase release luminescence, 4 h; normalised: neutral wells 0, clomiphene wells 100; lysis activity, % at 15 µM; 0.2% of 360,000 active; AID 651654, 2012;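 active = mean lysis activity across replicates of at least 80%, whatever share of replicates individually reach that level; inactive = mean lysis activity below 80%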
#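 Schedule: static 4 h at 37 °C with compound, 1 h detection; system: C. neoformans cells; benchmarks: Clomiphene as positive control; buffer or medium: fresh YPD medium; measure: luminescence rise reflecting yeast cell lysis; measured by: luminescent adenylate kinase detection reagent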
# PGC1a acetyl inh = inhibitors of PGC1a acetylation signal, primary screen, cell-based, U2OS, AlphaScreen, inhibitor mode. AlphaScreen anti-acetyl-lysine; with virally co-expressed GCN5 acetyltransferase. 0.17% of 350,000 active. AID 651687, 2012. inhibition, % at 15.6 µM;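 active = every replicate shows inhibition of at least 40%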;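 also: 0% = neutral control wells and 100% = positive control wells; some results beyond the cut were filed as inactive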
# INS-1E GSIS act = GLuc luminescence reporter in INS-1E cells, primary screen for activators of glucose-dependent secretion of insulin; INS-1E GLuc reporter insulin secretion, 2-3 h; activation, % at 16.6 µM; 0.61% of 370,000 active;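 active = lowest replicate activation of at least 40%, so every replicate reaches that level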;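 also: 0% = median of neutral control wells and 100% = median of IBMX positive control wells; some compounds called inactive have numbers as strong as hits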
# CFTR F508del cor = F508del CFTR correction, initial screen, CFBE line, single point. CFBE cells, YFP halide quenching; stimulated with forskolin plus potentiator P3; % fluorescence drop versus neutral controls. activity (quench increase), % at 7.58 µM. 0.36% of 350,000 active;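 active = mean added fluorescence quench of at least 8% versus neutral control, with both replicates also reaching 8%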;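 also: cells transiently co-express mutant CFTR-F508del with the halide-sensitive YFP; corrector assay measuring rescue of mutant channel to the surface after 24 h compound exposure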
# miR122 inh = miR-122 Renilla sensor signal increase in Huh7, primary screen, miR-122 inhibitor project, cell-based, single point, plate reader. AID 602342, 2012. Huh7 miR-122 Renilla luciferase sensor, 48 h; neutral wells = 0, positive control = 100. 0.3% of 340,000 active. activation (reporter increase), % at 12.5 µM;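 active = mean replicate activation score at least 90 and every replicate individually at or above 90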;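 also: higher luciferase means less miR-122 activity so hits act as miR-122 inhibitors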
# FN deposition inh = inhibitors of fibronectin matrix deposition, primary screen, AH1F cells, Alexa488-fibronectin fluorescence, plate reader; AH1F fibroblasts, overnight; inhibition, % at 12.6 µM; 0.086% of 350,000 active;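 active = mean inhibition across replicates of 30% or more, regardless of how many single replicates reach that level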;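 also: positive control wells lacked labelled fibronectin entirely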
#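 Test system: AH1F fibroblast monolayer depositing Alexa488-labelled fibronectin into matrix. Input: 10000 cells per well. Technique: fluorescence, ex 485 nm, em 525 nm. Buffer or medium: DMEM plus 2% serum, read in PBS. Timing: 1 h cell adhesion before compound, then overnight fibronectin incubation. Compound: single dose, pinned. Read-out basis: inhibition from reduced deposited-fibronectin fluorescence.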
# Numbers without * were called inactive; x = no result given; & = joins results of further samples; [ ] = another dose, or the depositor's remark.
# The first nine records, to show the layout:
SMILES,C2C12 statin,PglD DTNB,Cneo AK release,PGC1a acetyl inh,INS-1E GSIS act,CFTR F508del cor,miR122 inh,FN deposition inh
O=C(CCCc1ccccc1)c1ccc2c(c1)OCCO2,-3,0,36,-9,12,0.3,-7,x
Cc1ccc(C(=O)Nc2cccc(C(=O)O)c2)cc1S(=O)(=O)N1CCCCC1,2,-3,-5,-14,x,x,-3,x
Oc1ccc(Cl)c2cccnc12,-2,1,1,14,24,2.8,x,6
CN(C)C(CNC(=O)C1CCN(S(=O)(=O)c2ccccc2C(F)(F)F)CC1)Cc1ccccc1 (stereo not drawn),0,-1,-1,7,-22,0.0,3,6
CC(Sc1nnc(-c2ccco2)n1N)C(=O)NCc1ccc2c(c1)OCO2 (stereo not drawn),16,4,-2,16,-11,-4.8,-7,x
CCOc1ccc(C(=O)OC2CCCN(C)C2)cc1 (stereo not drawn),-13,-5,-2,13,4,2.2,-4,-13
CC1(NC(=O)C23CC4CC(CC(C4)C2)C3)CCS(=O)(=O)C1 (stereo not drawn),-5,-1,4,-10,x,x,1,x
CCSc1nc(=S)cc(C)[nH]1,-13,5,0,4,6,0.6,-1,-3
C[C@H](CO)N1C[C@H](C)[C@H](CN(C)Cc2ccc(C(F)(F)F)cc2)Oc2ccc(NC(=O)CCC(F)(F)F)cc2C1=O,-6,-9,0,-7,-11,-0.6,-2[16.7 µM],x

# The whole of this part (from the top)
SMILES,C2C12 statin,PglD DTNB,Cneo AK release,PGC1a acetyl inh,INS-1E GSIS act,CFTR F508del cor,miR122 inh,FN deposition inh
O=C(CCCc1ccccc1)c1ccc2c(c1)OCCO2,-3,0,36,-9,12,0.3,-7,x
Cc1ccc(C(=O)Nc2cccc(C(=O)O)c2)cc1S(=O)(=O)N1CCCCC1,2,-3,-5,-14,x,x,-3,x
Oc1ccc(Cl)c2cccnc12,-2,1,1,14,24,2.8,x,6
CN(C)C(CNC(=O)C1CCN(S(=O)(=O)c2ccccc2C(F)(F)F)CC1)Cc1ccccc1 (stereo not drawn),0,-1,-1,7,-22,0.0,3,6
CC(Sc1nnc(-c2ccco2)n1N)C(=O)NCc1ccc2c(c1)OCO2 (stereo not drawn),16,4,-2,16,-11,-4.8,-7,x
CCOc1ccc(C(=O)OC2CCCN(C)C2)cc1 (stereo not drawn),-13,-5,-2,13,4,2.2,-4,-13
CC1(NC(=O)C23CC4CC(CC(C4)C2)C3)CCS(=O)(=O)C1 (stereo not drawn),-5,-1,4,-10,x,x,1,x
CCSc1nc(=S)cc(C)[nH]1,-13,5,0,4,6,0.6,-1,-3
C[C@H](CO)N1C[C@H](C)[C@H](CN(C)Cc2ccc(C(F)(F)F)cc2)Oc2ccc(NC(=O)CCC(F)(F)F)cc2C1=O,-6,-9,0,-7,-11,-0.6,-2[16.7 µM],x
O=C(Nc1ccccc1)N1CCCCN2[C@H](CO)[C@@H](c3ccc(-c4ccncc4)cc3)[C@@H]2C1,-1,0,-2,-1,-11,-7.1,8[16.7 µM],x
CSc1nc(N(CCO)CCO)c2sc3nc(-c4ccco4)c4c(c3c2n1)CCC4,-16,-3,-2,-2,x,x,5,x
COc1ccc(NC(=O)N(C)C[C@@H]2Oc3ccc(NS(=O)(=O)c4ccc(Cl)cc4)cc3CC(=O)N([C@@H](C)CO)C[C@@H]2C)cc1,-12,0,-3,3,-6,-0.8,1[16.7 µM],x
C/C(=N/NC(=O)c1ccc(C)s1)c1cccnc1,1,-4,0,-4,8,-0.3,-2,7
CC(=O)Nc1c(F)cc(Br)cc1F,-5,7,-7,0,x,0.3,-3,1
O=C(CSc1nc2c(c(=O)n1-c1ccc(Cl)cc1)SCC2)N1CCOCC1,-8,-3,-1,x,3,-0.9,x,2
COc1cc(OC)c2cc(C(=O)N[C@H](C(=O)N3CCC[C@H]3C(=O)O)C(C)C)n(C)c2c1,11,-3,0,1,8,0.1,0,x
C=C(C)C(=O)Nc1cccc(C2=NOC3(C2)C[C@H](C(N)=O)N(C(=O)COc2ccc(Cl)cc2)C3)c1 (stereo partly drawn),-24,2,-2,x,x,-1.9,x,-13
COC(=O)Nc1nc(-c2ccccc2)c(C(=O)c2ccccc2)s1,-69,0,2,-11,x,x,50,x
Cc1ccc([C@H]2N[C@]3(CCCN(Cc4ccc(F)cc4)C3=O)[C@H]3C(=O)N(C)C(=O)[C@@H]23)cc1,3,6,-2,4,2,-3.8,-3,-1
CCCCNC(=O)CCc1nc2cccnc2n1Cc1ccc(OC)cc1,14,0,0,0,3,x,-14,17
CNC(=O)/C(C#N)=C\c1ccc(CNS(=O)(=O)c2ccccc2)o1,x,2,4,6,5,x,0,2
CC(C)[C@H](C)NC(=O)N(C)C[C@H]1OCc2ccccc2-c2ccccc2C(=O)N([C@H](C)CO)C[C@@H]1C,3,1,-2,-19,14,-1.3,x,1
Cc1cc(OC(=O)c2cccc(C(F)(F)F)c2)c([N+](=O)[O-])c(=O)[nH]1,-2,4,1,-2,-1,-0.9,2,17
COCc1cc(C)nc(Nc2cc(C)ccc2C)c1C#N,-27,-1,-4,-9,-1,1.7,6,x
Cc1ccccc1S(=O)(=O)N1CC[C@@H]2[C@@H](CO)Nc3ccc(-c4ccc(C#N)cc4)cc3[C@@H]21,-145,-1,-12,18,5,1.3,28[16.7 µM],-10
C=Cc1ccc(Cn2c(C)c(C(=O)NCc3cccc(C(F)(F)F)c3)sc2=O)cc1,2,-4,0,x,10,-1.2,x,-1
CCC(=O)N(C)C[C@H]1Oc2ncc(-c3ccc(F)cc3)cc2C(=O)N([C@H](C)CO)C[C@H]1C,-9,-4,2,6,12,-0.2,6[16.7 µM],-1
COc1ccccc1CNC(=O)C[C@H]1C[C@H]2c3cc(NC(=O)Nc4ccc(C(F)(F)F)cc4)ccc3O[C@H]2[C@H](CO)O1,-14,6,-6,-12,34,-1.5,12[16.7 µM],4
O=C(Cn1ccc([N+](=O)[O-])n1)NCCc1c[nH]c2ccccc12,14,-6,1,4,-3,-1.4,4,x
CCCCn1c(N)c(N(CCOC)C(=O)c2ccc(-c3ccc([N+](=O)[O-])cc3)o2)c(=O)[nH]c1=O,14,-2,2,x,-6,3.1,6,3
CC(NC(=O)C1CCC(C(C)(C)C)CC1)C(c1ccccc1)N1CCOCC1 (stereo not drawn),19,2,4,-2,0,0.8,3,-3
O=S(=O)(N/N=C\c1ccc2c(c1)OCO2)c1ccc(Cl)cc1,20,0,2,-2,x,x,3,x
Cc1cc(C)n2c(SC/C(O)=C(\C#N)c3nc4ccccc4[nH]3)nnc2n1,4,3,2,18,x,x,-13,2
COc1ccc(OCC(=O)N/N=C/c2ccc(N(C)C)cc2)cc1,-1,-5,-1,1,-12,-3.4,-6,-20
CCNC(=S)N(CCc1c(C)[nH]c2ccc(C)cc12)Cc1cccnc1,-5,-6,2,-21,10,1.3,3,5
Cc1ccc(C(=O)Nc2nc(-c3ccc4c(c3)OCCO4)cs2)o1,-16,2,-1,-15,3,0.9,-3,4
CC1(C)C[C@H]2C3=CCC4[C@@]5(C)CC[C@H](O)[C@](C)(CO)C5CC[C@@]4(C)[C@]3(C)C[C@@H](O)[C@@]2(CO)[C@@H](O)[C@@H]1O (stereo partly drawn),1,-6,1,-4,12,-0.8,0,x
C[C@H]1CN([C@@H](C)CO)C(=O)Cc2cc(NC(=O)Nc3ccccc3)ccc2O[C@@H]1CN(C)S(=O)(=O)c1ccccc1,18,2,5,-1,-2,-0.2,7[16.7 µM],x
COc1ccccc1NC(=O)c1ccccc1C(=O)Nc1ccccc1OC,-5,0,4,-7,16,-0.8,1,0
C/C=C/c1cnc2c(c1)C(=O)N([C@@H](C)CO)C[C@@H](C)[C@@H](CN(C)C(=O)CN1CCOCC1)O2,-8,-2,-6,-9,25,0.9,15[16.7 µM],3
CN1CCCN(Cc2cccc3ccccc23)CC1,-8,-8,2,-3,6,2.6,0,3
CCc1nc(NCc2ccccn2)c2oc3ccccc3c2n1,-27,4,2,14,x,x,-7,x
COc1cccc(/C=C/C(=O)NCc2cn3cc(Cl)ccc3n2)c1,x,-2,0,12,-6,-1.2,x,4
COc1ccc(N2CCN(CC(=O)NCc3ccc(Cl)cc3)CC2)cc1,-2,-6,0,-3,6,0.8,-4,4
N/C(=N\OC(=O)/C=C/c1ccccc1)c1ccccn1,-3,-2,-7,x,-14,1.2,-11,2
C/C(=N\NC(=S)Nc1cccc(C)c1)c1cccc(N)c1,x,2,0,x,13,x,11,-5
Cc1cc(C)cc(NC(=O)CSc2n[nH]c(-c3cccnc3)n2)c1,2,-6,0,x,-10,-0.4,x,5
COc1ccc(NS(=O)(=O)c2cc(NC(=O)c3ccc(=O)[nH]n3)ccc2C)cc1,0,5,0,-13,1,-1.1,166*,8
C/C=C/c1cnc2c(c1)C(=O)N([C@H](C)CO)C[C@H](C)[C@@H](CN(C)C(=O)C1CCCCC1)O2,26,6,0,0,8,0.0,19[16.7 µM],x
COc1ccc(NC(=O)c2ccco2)cc1NC(=O)c1cccnc1,-2,x,1,6,4,x,-5,-8
Cc1cc(C(=O)Nc2cccc3c2O[C@@H](CN(C)C(=O)Nc2ccc4c(c2)OCO4)[C@H](C)CN([C@H](C)CO)C3=O)n(C)n1,4,4,0,2,13,-3.0,2[16.7 µM],10
CC(=O)C1CCC2C3CCC4=CC(=O)CCC4(C)C3(F)C(O)CC12C (stereo not drawn),-13,-4,-1,3,-16,1.7,0,-2
CC(C)NC(=O)N(C)C[C@@H]1OCCCC[C@@H](C)Oc2ccc(NC(=O)CCC(F)(F)F)cc2C(=O)N([C@H](C)CO)C[C@H]1C,x,x,x,-1,18,-1.8,4[16.7 µM],-7
COc1ccc(CNC(=O)CSc2nc3ccc(C)cc3[nH]2)cc1OC,14,2,11,x,3,0.7,-2,1
CCOC(=O)c1c(NC(=O)C2CCCCC2)sc2c1CCN(CC)C2,-21,-5,3,13,x,0.2,-15,-3
COc1ccc(CN(C)C[C@H]2OCCCC[C@@H](C)Oc3ccc(NS(C)(=O)=O)cc3C(=O)N([C@H](C)CO)C[C@@H]2C)cc1,-18&-19,0&1,5&-1,-1&10,-2&-2,-0.5&-1.6,-7,6
CC1CC(=O)c2cn3c(nc2C1)nc1ccccc13 (stereo not drawn),3,6,-1,3,9,x,6,-3

# Screens from PubChem BioAssay.
